SR-BI DiI-HDL act – enhances SR-BI lipid uptake from DiI-HDL; actives 0.096% (n = 320,000); activation, % at 12.5 µM; CHO ldlA[mSR-BI] cells, DiI-HDL uptake fluorescence, 3 h; 100 = double the neutral-control signal;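 active = mean replicate activation of at least 60% and every replicate at or above 60%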;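 also: 0% = median plate neutral-control signal and 100% = twice that signal; values of inactives mirror those of a sister screen read the other way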
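material = CHO ldlA[mSR-BI] cells | medium = Ham's F12 with 0.5% BSA, HEPES 25 mM, pH 7.4 | reagent = fluorescent DiI-HDL, 10 µg/mL final | compound dosing = single-point compound dose | incubation = 3 h, 37 °C | measured by = bottom-read fluorescence, 550/595 nm | measure = HDL uptake via cellular fluorescence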
Rtt109 HAT inh – inhibitors of Candida albicans Rtt109/Vps75 histone acetyltransferase | Q5AAJ8 | purified Rtt109/Vps75, ThioGlo CoA-SH fluorescence, 4 h | inhibition, % at 34.9 µM | actives 0.16% (n = 330,000) | AID 540336;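 active = inhibition of at least 50% in every replicate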
Target sequence (Q5AAJ8 whole entry, looked up): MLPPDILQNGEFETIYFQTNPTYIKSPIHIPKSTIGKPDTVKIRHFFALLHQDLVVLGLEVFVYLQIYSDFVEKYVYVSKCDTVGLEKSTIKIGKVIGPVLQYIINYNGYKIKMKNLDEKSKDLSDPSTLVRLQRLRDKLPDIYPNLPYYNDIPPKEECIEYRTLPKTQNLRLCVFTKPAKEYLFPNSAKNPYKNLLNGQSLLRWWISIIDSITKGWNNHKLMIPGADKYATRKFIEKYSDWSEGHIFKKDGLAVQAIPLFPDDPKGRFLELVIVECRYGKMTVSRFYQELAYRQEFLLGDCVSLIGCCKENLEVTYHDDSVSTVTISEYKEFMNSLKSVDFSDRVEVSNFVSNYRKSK
SR-BI HDL uptake – inhibitors of mouse SR-BI mediated HDL lipid uptake; Q61009; inhibition, % at 12.5 µM; ldlA[mSR-BI] CHO cells, DiI-HDL uptake fluorescence, 3 h; AID 488896; actives 0.96% (n = 320,000);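 active = mean replicate inhibition of at least 70% and a set share of replicates each scoring 70 or more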;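 also: 0% = median of neutral control wells and 100% = median of positive control wells; values of inactives mirror those of a sister screen read the other way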
dFosB activator – enhances mouse delta FosB homodimer DNA binding | purified delta FosB, TAMRA-CDK5 oligo fluorescence polarization; percent of positive-control signal above neutral wells | activation, % at 25 µM | actives 0.99% (n = 340,000);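 active = mean activation above about 17%, with every replicate also reaching it, limit read from the data, passing the limit was not always enough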;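 also: fluorescence polarization rise as delta FosB binds a TAMRA Cdk5 AP-1 oligo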
Target sequence (P13346 whole entry, looked up): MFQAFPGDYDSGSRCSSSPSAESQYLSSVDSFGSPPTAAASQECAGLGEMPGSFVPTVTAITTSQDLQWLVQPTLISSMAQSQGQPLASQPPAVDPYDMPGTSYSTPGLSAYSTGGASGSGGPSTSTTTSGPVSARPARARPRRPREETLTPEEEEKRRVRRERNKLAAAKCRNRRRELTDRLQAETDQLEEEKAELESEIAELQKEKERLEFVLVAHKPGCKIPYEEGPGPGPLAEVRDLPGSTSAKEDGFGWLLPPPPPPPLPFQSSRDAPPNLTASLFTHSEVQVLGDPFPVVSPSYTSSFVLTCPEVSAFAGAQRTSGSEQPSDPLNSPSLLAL
Wnt bcat act – Wnt/beta-catenin pathway activation | activation, % at 9.35 µM | actives 1.2% (n = 300,000) | Wnt/beta-catenin reporter cell assay, activator, plate reader; in the data active = activation above about 30%, passing the limit was not always enough;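 also: 0% = neutral control wells and 100% = positive control wells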
HTR5A ag – HTR5A agonism, opioid heterodimer counter-screen. P47898. HTR5A agonist assay, luminescence, cell-based. activation, % at 9.3 µM. actives 0.61% (n = 340,000); in the data active = activation mostly above about 9.5%, no sharp cut-off; inactive = mostly below about 7.6%;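 also: 0% = cells with vehicle only and 100% = reference agonist; strong numbers were not always called active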
Target sequence (P47898 whole entry, looked up): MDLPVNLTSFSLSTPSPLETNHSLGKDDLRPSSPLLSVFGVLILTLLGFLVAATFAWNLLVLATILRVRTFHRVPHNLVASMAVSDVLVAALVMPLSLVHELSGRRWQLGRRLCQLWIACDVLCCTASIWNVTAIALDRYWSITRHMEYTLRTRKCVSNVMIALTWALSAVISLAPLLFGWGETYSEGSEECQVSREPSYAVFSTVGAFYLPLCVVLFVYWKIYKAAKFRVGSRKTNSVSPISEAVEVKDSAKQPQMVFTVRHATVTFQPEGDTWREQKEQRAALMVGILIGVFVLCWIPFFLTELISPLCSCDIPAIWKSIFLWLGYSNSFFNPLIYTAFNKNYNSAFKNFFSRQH
PvdQ acylase – P. aeruginosa PvdQ acylase inhibition; purified PvdQ acylase, fluorescence plate reader; inhibition, % at 10 µM; actives 0.063% (n = 340,000); AID 488965; in the data active = inhibition above about 30%, passing the limit was not always enough;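 also: 0% = vehicle neutral wells and 100% = reference inhibitor wells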
MITF act – MITF TRPM1 promoter activation in melanoma cells. actives 0.75% (n = 300,000). SK-MEL-5 TRPM1-promoter luciferase, 24 h; % of positive control, neutral wells = 0. activation, % at 12.5 µM. AID 588334;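 active = mean activation of at least 80% with every replicate also reaching 80%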;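 also: 0% = neutral control wells and 100% = parthenolide positive control wells; values of inactives mirror those of a sister screen read the other way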
CDK5 inh – blocks human CDK5/p35 kinase activity | actives 0.01% (n = 330,000) | inhibition, % at 10 µM | Recombinant CDK5/p35, ADP-Glo luminescence, 60 min | Q00535+Q15078;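 active = highest replicate inhibition of at least 50% and at least 75% of replicates reaching 50%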;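 also: plate controls were DMSO neutral control for no effect and GW8510 at 10 µM for full effect; many of its hits are not listed in these tables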
cardiac RTF act – increases calcium sensitivity of human cardiac regulated thin filaments. actives 0.24% (n = 340,000). AID 493008. P19429+P45379. activation, % at 7.2 µM. IANBD-labeled TnC RTF fluorescence at EC20 calcium; 0% EC20 calcium, 100% full calcium;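 active = activation above the mean over all tested compounds plus 3 SD, cut at about 30% in these data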;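 also: rise in fluorescence read as greater calcium sensitivity of cardiac thin filaments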
An asterisk follows results filed as active; nt = no result given; & = joins results of further samples.

Sample of the layout, five compounds:
No.	Compound	SR-BI DiI-HDL act	Rtt109 HAT inh	SR-BI HDL uptake	dFosB activator	Wnt bcat act
1	CN(C(=O)COC(=O)c1ccccc1NCc1ccco1)c1c(N)n(Cc2ccccc2)c(=O)[nH]c1=O	-57	-15	57	-15	-2
2	CCOC(=O)c1cccc(N/C=C/C(=O)c2ccc(OC)c(OC)c2)c1	-41	4	41	-6	nt
3	Cc1ccc(NC(=O)CSc2nn3c(=O)c(C)nnc3s2)cc1Cl	1	5	-1	-6	1
4	CC(C)N(Cc1ccccc1)C(=O)/C=C/c1ccccc1[N+](=O)[O-]	-15	6	15	-1	-9
5	NC1=C(Br)C(=O)c2ncccc2C1=O	5	-5	-5	-3	-6

No.	HTR5A ag	PvdQ acylase	MITF act	CDK5 inh	cardiac RTF act
1	0	-4	4	-0.3	-12
2	0	8	25	1.7	-3
3	-1	8	2	0.3	-5
4	-1	5	-9	0.9	-2
5	3	-12	-94	0.0	-4

All compounds of this part, previewed entries included:
No.	Compound	SR-BI DiI-HDL act	Rtt109 HAT inh	SR-BI HDL uptake	dFosB activator	Wnt bcat act
1	CN(C(=O)COC(=O)c1ccccc1NCc1ccco1)c1c(N)n(Cc2ccccc2)c(=O)[nH]c1=O	-57	-15	57	-15	-2
2	CCOC(=O)c1cccc(N/C=C/C(=O)c2ccc(OC)c(OC)c2)c1	-41	4	41	-6	nt
3	Cc1ccc(NC(=O)CSc2nn3c(=O)c(C)nnc3s2)cc1Cl	1	5	-1	-6	1
4	CC(C)N(Cc1ccccc1)C(=O)/C=C/c1ccccc1[N+](=O)[O-]	-15	6	15	-1	-9
5	NC1=C(Br)C(=O)c2ncccc2C1=O	5	-5	-5	-3	-6
6	Cc1ccccc1C(=O)NN1CC(C(=O)OCc2ccc(Cl)c(Cl)c2)CC1=O (stereo not given)	nt	7	-7	-19	-1
7	CCc1nnc(NC(=O)c2ccc(Cl)c(S(=O)(=O)N3CCc4ccccc4C3)c2)s1	-21	-6	21	-13	0
8	O=c1[nH][nH]c(-c2ccccc2)c1C=Nc1ccccc1	-1	-7	1	5	nt
9	CS/C(=N\S(=O)(=O)c1cccs1)Nc1ccc(Br)cc1F	6&32	16&-4	-6&-32	0&-2	-6&-15
10	C=CCN(c1ccccc1)S(=O)(=O)c1cccc(C(=O)Nc2ccc(N3CCOCC3)cc2)c1	-80	12	80*	-22	-1
11	COc1ccc(C(=O)N/C(=C\c2cccc([N+](=O)[O-])c2)C(=O)Nc2cccc(C(=O)O)c2)cc1	15	5	-15	-11	-5
12	COC(=O)C1CCN(c2ccc([N+](=O)[O-])cc2[N+](=O)[O-])CC1	11	11	-11	3	-1

No.	HTR5A ag	PvdQ acylase	MITF act	CDK5 inh	cardiac RTF act
1	0	-4	4	-0.3	-12
2	0	8	25	1.7	-3
3	-1	8	2	0.3	-5
4	-1	5	-9	0.9	-2
5	3	-12	-94	0.0	-4
6	0	-23	3	-2.9	1
7	-6	-5	-2	0.4	-3
8	0	-1	3	2.9	-7
9	-1&7	10&-6	-2&-1	-2.2&-0.3	3&-2
10	-1	-9	-13	-0.8	-10
11	1	-1	2	-4.3	7
12	0	7	-3	-0.9	-2

Continued.
No.	Compound	SR-BI DiI-HDL act	Rtt109 HAT inh	SR-BI HDL uptake	dFosB activator	Wnt bcat act
13	COc1ccc(C(=O)COC(=O)c2ccc3c(c2)OCCO3)c(OC)c1	-9	2	9	-21	2
14	CCN(C(=O)COC(=O)c1[nH]c(C)c(C(C)=O)c1C)C1CCS(=O)(=O)C1 (stereo not given)	-21	4	21	-1	-5
15	O=C(O)CCc1ccc(-c2cccs2)o1	-3	53*	3	-8	nt
16	CC1(C)CC(=O)C(CCCN2C(=O)c3ccccc3C2=O)C(=O)C1	16	-1	-16	-3	-6
17	Cc1ccc(-c2[nH]ncc2CNCCc2cnn(-c3ccccc3)c2)cc1C	nt	-5	nt	7	0
18	COc1ccc(S(=O)(=O)N2CCCC(C(=O)NCc3ccccn3)C2)cc1Cl (stereo not given)	38	0	-38	-1	2
19	Cc1ccc(C)c(S(=O)(=O)NCc2ccncc2)c1	7	-4	-7	1	0
20	CC(OC(=O)c1nc(Cl)ccc1Cl)C(=O)Nc1ccccc1F (stereo not given)	26	5	-26	6	-1
21	CCCCC(=O)Nc1nn(CC(C)C)c2nc3ccccc3cc12	-17	4	17	-12	2
22	CC(=O)Nc1ccc(S(=O)(=O)Nc2nc3ccccc3nc2Nc2ccc(O)c(C(=O)O)c2)cc1	-16	36	16	-9	-2
23	COc1ccc(-n2c(SCC(=O)N(C)c3ccccc3)nc3c([nH]c4ccccc43)c2=O)cc1OC	11	4	-11	11	-3
24	CC(C)c1cc(C(=O)Nc2sc3c(c2C#N)CCC3)no1	-26	-3	26	-2	2

No.	HTR5A ag	PvdQ acylase	MITF act	CDK5 inh	cardiac RTF act
13	-2	-9	43	0.6	2
14	4	-5	-7	-0.3	0
15	4	2	3	0.8	1
16	6	-15	-22	0.5	5
17	8	-6	-4	-1.6	-1
18	1	-4	13	0.8	0
19	15*	-18	-2	-1.5	-4
20	-7	-5	-6	1.4	-3
21	6	-9	-13	3.2	0
22	-4	3	4	-2.0	11
23	0	-8	-30	1.3	2
24	4	-2	2	1.3	1

(listing goes on)
No.	Compound	SR-BI DiI-HDL act	Rtt109 HAT inh	SR-BI HDL uptake	dFosB activator	Wnt bcat act
25	COc1cc(C(=O)N2CCC3(CC2)NCCc2[nH]cnc23)cc(OC)c1OC	17	3	-17	-2	0
26	Cc1cccn2c(=O)c3cc(C(=O)NC4CCCCC4)c(=N)n(CCN4CCOCC4)c3nc12	nt	31	nt	1	1
27	Cc1ccc(NC(=O)c2scc3c2CCCC3)cc1	23	0	-23	3	15
28	Cc1ccc(C(=O)c2ccccc2C(=O)OCC(=O)N2C(C)CCCC2C)cc1 (stereo not given)	-41	-10	41	-20	-2
29	CN(Cc1ccc(F)cc1)Cc1nc(-c2cnccn2)no1	17	-9	-17	0	3
30	Cc1ccc(CNC(=O)C2CCC(=O)N(CCc3cccc(F)c3)C2)s1 (stereo not given)	-4	-9	4	2	-1
31	Cc1nnc2sc(-c3cccc(F)c3)nn2c1=O	7	-2	-7	-5	1
32	CC(C)C(=O)Nc1ccc(N2CCCC2)c(Cl)c1	nt	3	nt	-12	2
33	O=C(CCc1ccccc1)NCC1(c2ccccc2)CCCC1	0	-9	0	-7	-3
34	COc1cc(C2Nc3ccc4ncccc4c3C3=C2C(=O)CCC3)ccc1O (stereo not given)	8	2	-8	-6	nt
35	CC1CCC(C(C)C)C(OC(=O)Cn2c(-c3ccc(Cl)cc3)[n+](C)c3ccccc32)C1 (stereo not given)	-14	19	14	-4	1
36	Cn1c2ccccc2c(=O)c2c(=O)n(Cc3ccco3)c(COc3ccccc3)nc21	4	-2	-4	-28	2

No.	HTR5A ag	PvdQ acylase	MITF act	CDK5 inh	cardiac RTF act
25	2	-6	10	nt	1
26	1	4	11	1.2	-6
27	-6	-1	115*	-0.3	1
28	5	-8	-1	0.4	-1
29	-1	-4	1	-1.1	0
30	1	5	-5	-0.3	-6
31	1	-10	-1	-1.4	-3
32	2	0	-3	-4.8	9
33	0	0	-10	0.7	-5
34	3	9	-4	-0.4	-6
35	13	12	-89	2.6	3
36	4	14	-4	1.8	-6

New compounds follow.
No.	Compound	SR-BI DiI-HDL act	Rtt109 HAT inh	SR-BI HDL uptake	dFosB activator	Wnt bcat act
37	CC1=NN(/C(=N\c2nnc(C)s2)Nc2ccccc2)[C@H](c2ccc(C)cc2)S1	9	-11	-9	-3	nt
38	COc1ccc(-c2nnc(SCCC(=O)O)n2-c2ccccc2)cc1	25	-10	-25	0	nt
39	CCn1c(SCC(=O)c2ccccc2)nnc1-c1cc2cc(Br)ccc2o1	-42	-5	42	-6	-1
40	COc1ccc(NC(=O)c2ccc(C)cc2Cl)c([N+](=O)[O-])c1	-26	-18	26	-3	3
41	CC1=NN(C(N)=S)C(=O)C1N=Nc1c(C)cc(C)cc1C (stereo not given)	-3	7	3	-15	0
42	Cn1c(=O)oc2cc(S(=O)(=O)NCCC(=O)N3CCc4ccccc4C3)ccc21	26	-6	-26	-1	-4
43	COc1ccc(-n2c(SCC(N)=O)nnc2-c2cccnc2)cc1	18	0	-18	-5	-1
44	CC1CC(C)CN(C(=O)CCCn2c(=O)c3cccn3c3cccnc32)C1 (stereo not given)	-30	-4	30	-16	-1
45	C(=C\c1nc(N2CCCC2)c2ccccc2n1)/c1ccccc1	-56	-2	56	-49	nt
46	O=C(CCCn1cncn1)N1CCCC(Nc2ccc(F)cc2)C1 (stereo not given)	13	-4	-13	-5	3
47	Cc1ccc(-c2csc(/C(C#N)=C/Nc3ccccc3SC(F)(F)F)n2)c(C)c1	-35	-6	35	0	-12
48	Cc1ccccc1-n1cnc2cc(NCc3cccs3)ccc21	15	6	-15	1	6

No.	HTR5A ag	PvdQ acylase	MITF act	CDK5 inh	cardiac RTF act
37	-2	-19	6	1.0	5
38	7	-13	-6	0.2	2
39	-1	-7	nt	0.9	-3
40	0	-6	64	1.2	3
41	-2	-6	2	1.2	-5
42	-1	10	-14	9.2	4
43	0	4	nt	-0.6	0
44	-1	-6	10	-1.9	-1
45	0	-17	-4	-1.5	-2
46	3	3	10	-0.5	3
47	3	-8	-21	0.4	2
48	-2	-27	4	-1.0	-2

Only dFosB activator and SR-BI HDL uptake, for 2 of the compounds above:
no. | structure | dFosB activator | SR-BI HDL uptake
47 | Cc1ccc(-c2csc(/C(C#N)=C/Nc3ccccc3SC(F)(F)F)n2)c(C)c1 | 0 | 35
48 | Cc1ccccc1-n1cnc2cc(NCc3cccs3)ccc21 | 1 | -15

Remaining list, next part.
No.	Compound	SR-BI DiI-HDL act	Rtt109 HAT inh	SR-BI HDL uptake	dFosB activator	Wnt bcat act
49	COc1ccc(NC(=O)c2ccc(Cl)nc2)cc1S(=O)(=O)N1CCCCC1	-75	nt	75*	0	-2
50	COc1ccc(N2CCN(C(=O)CC3NC4CCCCC4NC3=O)CC2)cc1 (stereo not given)	18	-16	-18	2	nt
51	COc1ccc(/C=C2\N=C(SC)NC2=O)cc1	nt	-9	nt	1	nt
52	Cc1ccc(NC(=O)/C(=C/c2ccco2)c2ccccc2)c(C)c1	nt	-2	nt	-21	-2
53	Cc1ccc2[nH]c(C(=O)N3CCCCC3)cc2c1	nt	1	nt	-9	13
54	COc1ccccc1C(CNC(=O)c1cccc(S(=O)(=O)Nc2ccc(C)cc2)c1)N(C)C (stereo not given)	nt	4	-10	-3	0
55	COc1cc(/C=C/C(=O)N2C(=O)c3cccc(N)c3C2=O)cc(OC)c1OC	-61	-10	61	-7	135*

No.	HTR5A ag	PvdQ acylase	MITF act	CDK5 inh	cardiac RTF act
49	2	8	-7	0.9	-5
50	4	-11	0	1.4	1
51	-1	16	3	0.1	-6
52	-3	-4	-6	-0.8	-4
53	2	-11	44	-1.1	3
54	-5	-5	7	1.5	3
55	1	-7	-12	0.2	3
